CDK5 inh: CDK5/p35 (human) kinase inhibition; Q00535+Q15078; Recombinant CDK5/p35, ADP-Glo luminescence, 60 min; inhibition, % at 10 µM; 330,000 tested, 0.01% active; AID 488839;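 active means highest replicate inhibition of at least 50% and at least 75% of replicates reaching 50%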;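 further: plate controls were DMSO neutral control for no effect and GW8510 at 10 µM for full effect; many of its hits are not listed in these tables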
RTF Ca sens inh: cardiac RTF calcium desensitization. IANBD-labeled cardiac RTF, Ca2+ fluorescence. AID 493244. P19429+P45379. inhibition, % at 7.15 µM. 340,000 tested, 0.12% active;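 active means inhibition above the mean inhibition of all tested compounds plus 3 SD, cut at about 17% in these data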;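 further: assay run at fixed EC70 calcium of 1.6 mM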
SUMO Mot1 rescue: blocks SUMOylation pathway, rescuing yeast Mot1-301 growth; S. cerevisiae Mot1-301 growth rescue, ATP luminescence, 38.5C; percent above DMSO median, 100 means doubled; growth rescue, % at 18.8 µM; 320,000 tested, 1% active;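 active means every valid replicate shows activation above 250% relative to neutral control wells; inactive means the rest, any valid replicate at or below 250%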;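 further: OY570 slx delta 5 strain wells were the positive control but not used for scaling; some compounds called inactive have numbers as strong as hits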
Keap1-Nrf2 PPI: disrupts human Keap1 binding to Nrf2 peptide | AID 504523 | 340,000 tested, 0.15% active | inhibition, % at 9.4 µM | Q14145 | Keap1 Kelch-Nrf2 peptide fluorescence polarization, 1536-well; in the data active means inhibition above about 12%;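 further: human Keap1 Kelch domain with fluorescein labeled Nrf2 9mer peptide probe; 0% = neutral control wells and 100% = peptide positive control; higher means more block of Keap1 binding to Nrf2 peptide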
NSD2 HMT inh: NSD2 (human) methyltransferase inhibition | inhibition, % at 12.5 µM | NSD2 peptide methylation, AlphaScreen, 120 min | AID 743445 | 310,000 tested, 0.54% active; in the data active means inhibition above about 50%
PfHsp90 yeast 2: growth inhibition of yeast expressing Plasmodium Hsp90; inhibition, % at 9.4 µM; S. cerevisiae expressing PfHsp90, BacTiter-Glo ATP, 48 h; yeast lacking PDR1 and PDR3 efflux regulators; 310,000 tested, 0.32% active;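 active means every replicate shows inhibition above about 80%, whatever the replicate mean, limit read from the data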;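 further: 0% = DMSO neutral controls and 100% = 20 µM radicicol positive controls; yeast relying on Plasmodium falciparum Hsp90 in place of its own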
Rtt109 HAT inh: C. albicans Rtt109 histone acetyltransferase inhibition | Q5AAJ8 | purified Rtt109/Vps75, ThioGlo CoA-SH fluorescence, 4 h | inhibition, % at 34.9 µM | 330,000 tested, 0.16% active | AID 540336;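 active means inhibition of at least 50% in every replicate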
RTF Ca sens act: cardiac RTF calcium sensitization; P19429+P45379; AID 493008; 340,000 tested, 0.24% active; activation, % at 7.2 µM; IANBD-labeled TnC RTF fluorescence at EC20 calcium; 0% EC20 calcium, 100% full calcium;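 active means activation above the mean over all tested compounds plus 3 SD, cut at about 30% in these data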;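 further: rise in fluorescence read as greater calcium sensitivity of cardiac thin filaments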
C-LANA FP: KSHV C-LANA DNA binding inhibition | inhibition, % at 9 µM | MBP-C-LANA/FAM-LBS DNA binding, fluorescence polarization | 340,000 tested, 0.078% active;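 active means highest replicate inhibition at or above 60% at 9 µM, even if other replicates fall short; inactive means all replicates below 60% inhibition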;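 further: 0% = neutral control wells and 100% = 4 µM acridine orange control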
PvdQ inh: P. aeruginosa PvdQ acylase inhibition | purified PvdQ acylase, fluorescence plate reader | inhibition, % at 10 µM | 340,000 tested, 0.063% active | AID 488965; in the data active means inhibition above about 30%, passing the limit was not always enough;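 further: 0% = vehicle neutral wells and 100% = reference inhibitor wells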
dFosB act: activators of mouse delta FosB homodimer. P13346. purified delta FosB, TAMRA-CDK5 oligo fluorescence polarization; percent of positive-control signal above neutral wells. activation, % at 25 µM. 340,000 tested, 0.99% active;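 active means mean activation above about 17%, with every replicate also reaching it, limit read from the data, passing the limit was not always enough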;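 further: fluorescence polarization rise as delta FosB binds a TAMRA Cdk5 AP-1 oligo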
* = called active by the depositor; x = no result given. Rows are unselected. About 3.2% of those tested had a hit in this group.

SMILES	C-LANA FP	PfHsp90 yeast 2	NSD2 HMT inh	CDK5 inh	RTF Ca sens act	Rtt109 HAT inh	RTF Ca sens inh	SUMO Mot1 rescue	Keap1-Nrf2 PPI	PvdQ inh	dFosB act
CN1C(=O)/C(=C/c2ccccc2OCc2ccccc2)NC1=S	1.1	9	-2	-1.4	0	12	-18	5	-2	-6	5
CCCCCC(=O)Nc1nc(C)c(-c2csc(Nc3ccccc3OCC)n2)s1	4.8	-22	x	0.4	1	-2	10	28	4	-7	-5
Cc1cccc(CC(=O)NCCn2c(C)cc3ccccc32)c1	1.3	4	x	-1.3	-2	-8	-5	-15	-8	-11	4
c1ccc(N(c2ccccc2)c2nc(N3CCCC3)nc(-n3ccnc3)n2)cc1	2.1	-18	-3	-1.4	-1	-2	0	0	0	-4	-10
CCN(CC)CCCNC(=O)CN1N=C(c2ccc(OC)cc2)CCC1=O	1.0	19	2	-0.7	0	-8	-8	7	-2	-7	-3
Cc1ccc(S(=O)(=O)Oc2ccc(/C=N/NC(=O)c3ccncc3)cc2)cc1	0.3	-7	0	-0.3	1	1	3	-2	3	-4	-18
Cc1ccc(/C=C/c2nc3ccccc3c(=O)n2CCc2ccccc2)cc1	0.4	-19	-4	0.9	5	-4	4	-13	1	-6	-1
CCN(CC)S(=O)(=O)c1ccc(NC(=O)CN(c2cccc(F)c2)S(C)(=O)=O)cc1	2.6	x	-3	0.4	3	-2	-11	-11	-2	2	-9
COc1cccc(NC(=O)NCCCN2CCN(c3ccc(F)cc3)CC2)c1	0.1	-9	3	-0.1	-2	5	-3	8	-1	5	-2
O=C(CSc1nnnn1-c1ccccc1)N1CCN(C(=O)c2ccco2)CC1	-2.4	-21	2	0.7	-6	-3	2	-5	-3	-7	1
O=C(c1cc2cc3ccc(Cl)cc3nc2o1)N1CCCCCC1	-0.2	13	-2	1.5	-2	2	-5	-15	-1	-13	-20
Cc1ccc(-c2[nH]c(=O)n3ccncc23)s1	3.3	11	2	-1.9	4	-69	-3	-23	-8	-15	1
COc1ccc(/C(C)=N/OCC(=O)N2CC3(C)CC2CC(C)(C)C3)cc1 (centres undefined)	-0.1	-1	1	-2.0	0	14	-11	-15	0	-15	-3
O=C(COc1cccnc1[N+](=O)[O-])NCc1ccc2c(c1)OCO2	-0.9	-1	0	-0.5	2	-2	-8	248	-1	-6	-4
Cc1ccc(NC(=O)c2nc(S(=O)(=O)Cc3ccccc3C)ncc2Cl)cc1C	1.8	-14	x	-1.3	-1	5	5	163	-7	3	-2
CCOc1ccccc1NC(=O)c1ccc(NC(=O)C2CCCO2)cc1 (centres undefined)	-0.5	0	1	0.9	3	0	-7	-5	-4	2	-1
O=C(c1ccccc1)c1c(O)nc(-c2ccccc2)n(-c2ccccc2)c1=O	0.3	18	-3	-1.4	-6	12	-2	248	2	7	-6
CC(C)C[C@@H](NC(=O)C1CCC(CNC(=O)[C@@H]2CCCN2C(=O)OC(C)(C)C)CC1)C(=O)O (some centres undefined)	-3.7	2	-4	1.7	4	10	-2	-10	-2	14	4
COc1ccc(Cc2nnc(NC(=O)CS(=O)(=O)Cc3ccccc3)s2)cc1	0.6	-7	2	1.4	3	-7	-9	-14	-2	-4	-3
CC1=CC(c2ccccc2)n2nc(NC(=O)CCC(=O)O)nc2N1 (centres undefined)	-0.5	-15	-1	-4.5	0	-84	9	-6	-3	-13	-6
CN(CC(=O)Nc1cccc(F)c1)C(=O)c1cccc(S(=O)(=O)N2CCN(c3ccccc3)CC2)c1	1.3	3	0	-1.6	-4	2	-6	7	-3	-1	-12
COc1ccc(CCNc2oc(COc3ccc(F)cc3)nc2C#N)cc1	1.1	-15	0	-4.5	7	-2	5	-25	-6	-6	-1
Cc1ccccc1CN1C(=O)C(O)(CC(=O)c2ccncc2)c2ccccc21 (centres undefined)	0.5	0	0	-0.1	1	7	-3	x	3	-11	-7
CC(C)(C)c1nnc(NC(=O)CCn2cnc3ccccc3c2=O)s1	0.1	-3	-2	-2.9	0	-7	-1	-2	-7	-15	-12
CC(=O)Oc1ccccc1N1C(=O)c2ccc(C(=O)O)cc2C1=O	-1.6	-8	3	2.0	4	14	-11	8	-6	0	-9
Cc1ccc(-c2n[nH]c(=S)n2/N=C/c2cc3c(cc2[N+](=O)[O-])OCO3)cc1	1.7	6	1	1.4	3	-6	-2	8	2	1	3
CCN(c1ccccc1)S(=O)(=O)c1ccc(C(=O)N(CCCN(C)C)c2nc3cc4c(cc3s2)OCO4)cc1	-1.9	-15	12	3.7	-1	38	-1	-3	2	-4	29*
COC(=O)C1=CN(C(C)C)C=C(C(=O)OC)C1c1cc2c(cc1Br)OCO2	-0.8	4	-16	-0.5	1	-10	-2	61	3	18	-4
CC(=O)Nc1cc(NC(C)=O)c(N=Nc2ccccc2)cc1C	13	-4	2	0.3	2	6	0	1	-5	-8	-7
O=C(NN1C(=O)/C(=C/c2cccnc2)SC1=S)C(c1ccccc1)c1ccccc1	0.6	x	-1	3.1	2	0	-4	0	-5	-10	-5
CCc1ccc(OCCCC(=O)Nc2ccc(S(=O)(=O)Nc3cc(C)nc(C)n3)cc2)cc1	1.2	5	6	-0.5	-4	7	-10	-6	-3	-10	-10
CC(C)Cc1ccc(/C=C/C(=O)N2CCCCC2)cc1	-2.1	4	-4	1.1	3	-1	7	33	4	-10	-9
O=C(NC(=S)NC1CCCc2ccccc21)c1ccc(F)cc1 (centres undefined)	-1.3	-4	13	-1.3	1	7	-24	-3	-4	-9	-8
COc1ccc(N2CCN(C(=O)c3ccc(NC(=O)C4=CSCCO4)cc3)CC2)cc1	0.2	19	x	2.1	2	-2	-4	-10	-3	-1	4
CN(c1ccc(F)cc1)S(=O)(=O)c1ccc(Cl)c(C(=O)OCC(=O)NCc2ccco2)c1	-1.0	32	-1	2.2	-5	x	6	26	4	0	-16
O=C1CCC/C1=c1\s/c(=C/c2cccnc2)c(=O)n1-c1ccccc1	11	x	3	0.7	-1	1	1	x	4	-10	1
Cc1ccc(N(CC(=O)NCc2ccc(F)cc2)S(=O)(=O)c2c(C)nn(C)c2C)cc1	-0.4	1	0	1.0	-3	2	-10	7	-7	-9	-13
CCCc1cc(C(=O)Nc2cc(OC)ccc2OC)cs1	0.1	-12	-4	-1.7	-5	27	-1	238	1	11	-12
CN(Cc1nc(-c2ccccc2)no1)C(=O)c1ccco1	1.9	3	-1	-0.5	-1	-13	-26	118	-1	-7	6
O=C(NCCc1cccc(F)c1)C1CCN(S(=O)(=O)c2ccccc2)CC1	0.2	-15	-1	-2.9	-6	-4	-2	1	-1	-4	-7
S=c1oc(-c2ccncc2)nn1CCc1ccncc1	1.1	x	-4	-0.1	9	-6	-21	-3	0	-8	1
CCNC(=O)NC(C(=O)OC)C12CC3CC(CC(C3)C1)C2 (centres undefined)	0.4	4	-4	-1.6	-3	-4	1	562*	-3	-12	-5
Oc1ccc(CN2CCCCC2)c2cccnc12	0.9	-15	1	-0.1	1	3	0	13	-4	-7	-8
Cc1cc(C(=O)OCC(=O)NC(C)C)c2ccccc2n1	-1.5	16	-1	1.3	0	-1	-6	-10	-2	-4	-2
C/C(Cl)=C\CNC(C)c1ccccc1 (centres undefined)	-0.8	-15	0	0.1	3	0	5	-12	-1	-8	1
O=C(COC(=O)COc1ccc(Cl)cc1Cl)NC1CCCCCC1	0.7	2	-5	1.7	6	-1	-4	13	-3	-8	-19
CN(C(=O)CSCC(=O)Nc1ccc(Cl)cc1)C1CCCCC1	-3.8	-13	-2	1.5	2	2	-3	6	-10	-9	-4
COc1ccc2cc(C3(C)NC(=O)N(CC(=O)NCC(F)(F)F)C3=O)ccc2c1 (centres undefined)	-0.2	12	32	0.6	-2	8	-6	71	1	8	-7
COc1ccc(C2NC(=S)NC(C)=C2C(=O)N2CCOCC2)cc1 (centres undefined)	-0.8	-28	4	-1.6	3	3	-12	34	-1	-13	1
CN1C(C(=O)Nc2ccc(C(=O)O)cc2)=C(O)c2ccccc2S1(=O)=O	-0.1	-5	-3	0.3	-2	-7	-5	6	6	-4	-8
O=C(COC(=O)/C=C/c1ccc(Cl)c(Cl)c1)NC1CCCC1	0.6	-6	21	-0.1	3	2	-4	-2	0	-16	-5
CCn1c(=O)c2sccc2n2c(CCCC(=O)NCc3cccnc3)nnc12	1.8	10	-2	0.8	3	-13	1	-1	-5	-6	-10
O=C(CN1CCN(C(=O)N2CCOCC2)CC1)Nc1cc(Cl)ccc1Cl	-0.1	4	0	-0.3	-1	10	7	-5	-3	4	2
CSCC[C@@H](CO)NC(=O)c1ccc2nc(C3CCCCC3)oc2c1	-2.3	7	4	2.1	-7	0	-4	-21	-6	-18	-4
O=C1NC(=O)/C(=C\c2ccccc2OCc2ccccc2)S1	0.4	0	-1	-1.0	9	-6	-6	24	-3	-8	-17
COCCNc1c2c(nc3ccccc13)CCC2	1.1	-3	1	-0.2	5	0	-9	9	1	-8	-9

Going on with the list.
SMILES	C-LANA FP	PfHsp90 yeast 2	NSD2 HMT inh	CDK5 inh	RTF Ca sens act	Rtt109 HAT inh	RTF Ca sens inh	SUMO Mot1 rescue	Keap1-Nrf2 PPI	PvdQ inh	dFosB act
Cc1nc(-c2ccccc2)sc1C(=O)CSc1ccc(F)cc1	1.4	6	-2	0.9	5	-7	-10	-11	-2	-16	-6
O=C(Cn1c2ccc(F)cc2c2nc3n(c(=O)c21)CCS3)NCC1CCCO1 (centres undefined)	0.7	18	-2	1.9	4	3	-15	161	0	11	-1
Cc1cccc(N=C/C(C(=O)C(F)(F)F)=C(\O)c2ccco2)c1	-0.7	-13	2	-1.4	0	-3	7	8	0	12	-1
Fc1ccc(-c2cnc(-c3cccs3)o2)cc1	-0.7	7	-3	1.5	-5	7	3	2	0	1	3
Cc1cc(C(=O)COC(=O)CCCN2C(=O)c3ccccc3C2=O)c(C)n1C	0.7	x	3	1.4	-1	11	-5	-5	-6	7	-3
Cc1ccc(-n2c(SCC(N)=O)nc3c(c2=O)C2(CCCC2)Cc2ccccc2-3)cc1	0.4	12	1	-5.2	1	3	2	-11	-1	-32	-24
CCCNC(=O)NS(=O)(=O)c1cnccc1Sc1ccc(Cl)cc1	-0.3	20	-1	-1.3	0	9	-12	4	-1	-9	0
CC(Oc1ccccc1)c1nnc(N)s1 (centres undefined)	-1.2	1	-3	2.6	6	x	-4	-11	4	7	-8
Cc1c(-n2cc(C(=O)O)c(=O)c3cc(F)c(N4CCCC4)c(F)c32)c(=O)n(-c2ccccc2)n1C	-1.3	-11	0	0.6	-6	-12	7	5	1	-9	6

Assay outcomes (PubChem)
